HIV RNase H inh: inhibitors of HIV-1 reverse transcriptase RNase H. inhibition, % at 10 µM. P04585. hit rate 1.9% among 65,000. RT-RNase H RNA/DNA duplex cleavage, fluorescence; in the data active means inhibition above about 50%
RmlC RmlD mix: RmlC/RmlD inhibition, mixture screen. RmlC/RmlD coupled enzyme inhibition, 384-well mixture HTS. inhibition, % at 5.5 µM. hit rate 0.39% among 110,000. AID 1532; in the data active means inhibition above about 30%, passing the limit was not always enough; inconclusive means no clear call, values can overlap the other calls; further: strong numbers were not always called active
Starred values were filed as active, the others as inactive; ? = inconclusive; . = not tested or not shown.

SMILES	HIV RNase H inh	RmlC RmlD mix
COc1ccc(N2C(=O)C(CC(=O)Nc3ccccc3)N(Cc3ccc4c(c3)OCO4)C2=O)cc1 (centres undefined)	-11	11
CCOC(=O)/C(C#N)=C\c1ccc(CC)s1	.	-10
CCCCOC(=O)Nc1ccc(C(=O)OCCC)cc1	-1	?
CCN(CC)S(=O)(=O)c1cc(OC)c(Cl)cc1Cl	.	12
CCOC(=O)CN1C(=O)Nc2ccc(Br)cc2C1c1ccccc1 (centres undefined)	.	-8
COc1ccc(C(=O)N2CC3(C)CC2CC(C)(C)C3)cc1 (centres undefined)	-1	-1
Cc1ccc(NC(=O)CSc2nnc(NC(=O)CN3CCOCC3)s2)cc1	-1	17
CCOC(=O)c1cc2cc3ccccc3cc2[nH]1	.	125*
Cn1c(=O)c2c3c(sc2n2c(SCC(=O)c4ccccc4)nnc12)COC(C)(C)C3	3	.
Cc1n[nH]c(C)c1S(=O)(=O)N1CCCCCC1	-16	12
Cc1nn(-c2ccccc2)c2c1C(=O)N(Cc1ccccc1)C(=O)C(C)(C)C2	.	10
Cc1ccc(S(N)(=O)=O)cc1NC(=O)/C=C/c1cccs1	.	-3
COC(=O)Cc1[nH]nc2c1C(C1C=CCCC1)C(C#N)=C(N)O2 (centres undefined)	-17	3
CC(=O)NC1=NN(C(C)=O)C(C)(CS(=O)(=O)c2ccc3ccccc3c2)S1 (centres undefined)	.	-8
COC(=O)CCN(C(=O)c1cc(OC)c(OC)c(OC)c1)c1ccccn1	.	-12
CCNC(=O)C(C)Sc1ccc(Cl)cc1 (centres undefined)	1	-11
CCN1CCN(CCCNC(=O)c2csc3c2CCCCC3)CC1	-20	-7
Cc1cccc(CCNC(=O)C2CCCN(S(=O)(=O)c3cccc4nsnc34)C2)c1 (centres undefined)	-3	6
CC1=C(C#N)C(NC(=O)C2CCCCC2)(C(F)(F)F)C(=O)N1 (centres undefined)	.	-10
CCc1c(C)c(C#N)c2nc3ccccc3n2c1NCc1ccco1	.	-1
CCn1c(=O)cc(SCC(=O)Nc2cc(OC)c(OC)c(OC)c2)c2ccccc21	.	-8
O=C(CSc1nnc(-c2cccs2)n1-c1ccccc1)N1CCCc2ccccc21	.	41
O=C(NCCCn1ccnc1)c1cc(-c2ccc(Cl)cc2)nc2ccccc12	.	4
O=C1C2C3C=CC(C3)C2C(=O)N1c1cccc(-c2nc3ccccc3o2)c1 (centres undefined)	4	6
C=C(COC(C)=O)CC1CC(O)[C@]2(C)OC3CC4OC5C[C@]6(C)O[C@]7(C)CCC8OC9C[C@]%10(C)OC%11C(C)=CC(=O)OC%11CC%10OC9C[C@@H](C)C8OC7CC6O[C@]5(C)C/C=C\C4OC3CC2O1 (some centres undefined)	.	-9
COC(=O)CCC(=O)Nc1cccc2c(NC(=O)CCC(=O)OC)cccc12	19	-14
COc1cc(CNCc2cccs2)ccc1OCC(N)=O	.	-27
Nc1cc(Cl)ccc1N1CCOCC1	-16	5
CCOC(=O)C1=C(C)N=C2SC(C)C(=O)N2C1/C=C/c1ccccc1OC (centres undefined)	-4	.
CCOc1cc(/C=N\NC(=O)c2ccc(NC(=O)C(C)(C)C)cc2)ccc1OC(=O)c1ccc(C)cc1	.	-6

Arranged by SMILES length (smallest number first): some entries from above
SMILES	HIV RNase H inh	RmlC RmlD mix
Nc1cc(Cl)ccc1N1CCOCC1	-16	5
CCNC(=O)C(C)Sc1ccc(Cl)cc1 (centres undefined)	1	-11
COc1cc(CNCc2cccs2)ccc1OCC(N)=O	.	-27
Cc1n[nH]c(C)c1S(=O)(=O)N1CCCCCC1	-16	12
CCN1CCN(CCCNC(=O)c2csc3c2CCCCC3)CC1	-20	-7
CCc1c(C)c(C#N)c2nc3ccccc3n2c1NCc1ccco1	.	-1
Cc1ccc(S(N)(=O)=O)cc1NC(=O)/C=C/c1cccs1	.	-3
COC(=O)Cc1[nH]nc2c1C(C1C=CCCC1)C(C#N)=C(N)O2 (centres undefined)	-17	3
O=C(NCCCn1ccnc1)c1cc(-c2ccc(Cl)cc2)nc2ccccc12	.	4
COC(=O)CCC(=O)Nc1cccc2c(NC(=O)CCC(=O)OC)cccc12	19	-14
O=C(CSc1nnc(-c2cccs2)n1-c1ccccc1)N1CCCc2ccccc21	.	41
CCOC(=O)C1=C(C)N=C2SC(C)C(=O)N2C1/C=C/c1ccccc1OC (centres undefined)	-4	.
O=C1C2C3C=CC(C3)C2C(=O)N1c1cccc(-c2nc3ccccc3o2)c1 (centres undefined)	4	6
CCn1c(=O)cc(SCC(=O)Nc2cc(OC)c(OC)c(OC)c2)c2ccccc21	.	-8
Cc1nn(-c2ccccc2)c2c1C(=O)N(Cc1ccccc1)C(=O)C(C)(C)C2	.	10
CC(=O)NC1=NN(C(C)=O)C(C)(CS(=O)(=O)c2ccc3ccccc3c2)S1 (centres undefined)	.	-8
CCOc1cc(/C=N\NC(=O)c2ccc(NC(=O)C(C)(C)C)cc2)ccc1OC(=O)c1ccc(C)cc1	.	-6
C=C(COC(C)=O)CC1CC(O)[C@]2(C)OC3CC4OC5C[C@]6(C)O[C@]7(C)CCC8OC9C[C@]%10(C)OC%11C(C)=CC(=O)OC%11CC%10OC9C[C@@H](C)C8OC7CC6O[C@]5(C)C/C=C\C4OC3CC2O1 (some centres undefined)	.	-9

Next compounds
SMILES	HIV RNase H inh	RmlC RmlD mix
Cc1cc(C)n(S(=O)(=O)c2cc(C)c(C)cc2C)n1	-76	-11
Cc1ccc(S(=O)(=O)N2CCCC2C(=O)NC2CCCCC2)cc1 (centres undefined)	-15	10
CCOC(=O)N1CCN(C(=O)c2cc3cc(Br)ccc3oc2=O)CC1	-1	7
Cc1ccccc1CNc1nc(N)n(-c2ccccc2)n1	-6	-19
Cc1cc(C)cc(N(C(=O)c2ccccn2)C(C(=O)NC2CCCCC2)c2cccs2)c1 (centres undefined)	.	-10
CCOc1ccc(N2C(=O)CC(N)C2=O)cc1 (centres undefined)	-52	-16
C[C@@H]1NC(=O)[C@H](CC(N)=O)NC(=O)c2cc([N+](=O)[O-])cc(I)c2OCC[C@@H](C(=O)NC(CC(=O)O)C(N)=O)NC1=O (some centres undefined)	.	0
COC(=O)[C@@H](NC(=O)NC(C)CCc1ccccc1)C(C)C (some centres undefined)	5	.
CCN(CC(=O)N1CCN(C)CC1)S(=O)(=O)c1ccc(Cl)cc1	2	-10
CCCN=C(N)/C(C(=O)OCC)=C(\O)c1ccc(OC)cc1	-8	10
COc1cccc(C(=O)NC2CC3CCCC(C2)N3CC(=O)Nc2ccccc2)c1 (centres undefined)	-9	5
O=c1c2[nH]c3ccccc3c2ncn1CCN1CCOCC1	1	22
CCOC(=O)c1c(NC(=O)COC)sc(C)c1C	.	-11
C=CCn1c(SCc2cccc3ccccc23)nnc1-c1cccnc1	.	-12
COc1ccc(OC)c(C2=NOC(C(=O)NCc3ccccn3)C2)c1 (centres undefined)	-7	.
CS(=O)(=O)N(CC(O)CON=C1c2ccccc2-c2ccccc21)c1ccc(F)cc1 (centres undefined)	.	11
O=C(CSc1nnc2ccccn12)NCc1cccs1	-4	.
CCOc1ccc(N=C(NC#N)SC)cc1	0	6
CC12CN3CC(C)(CN(C1)C3c1ccc(Cl)cc1Cl)C2=O (centres undefined)	-10	9
COc1ccc(-c2csc(NCCc3nc4cc(C(=O)NCCCO)ccc4n3Cc3ccc(C)cc3)n2)cc1	.	1
O=C(CN1C2=NCCN2c2ccccc21)c1ccc2c(c1)OCO2	-3	5
O=C(c1cc2nc(-c3ccc(F)cc3)cc(C(F)(F)F)n2n1)N1CCCC1	-1	?
COc1ccc(C)cc1NC(=O)c1ccoc1C	-36	-19
Cc1ccc2c(c1)NC(=O)C(N1CCOCC1)(C(F)(F)F)O2 (centres undefined)	-10	-7
COc1ccc(CCNC(=O)CCSc2nc(-c3ccco3)cc(C(F)(F)F)n2)cc1OC	-9	-14
CCNc1ccccc1C(=O)O	.	17
CN1C(=O)C2C[C@@]3(Br)c4ccccc4N(OOSc4ccccc4)[C@H]3N2C(=O)[C@@H]1Cc1ccccc1 (some centres undefined)	.	-7
Cc1nn(-c2ccc(Cl)cc2)c2sc(C(=O)c3c(N)n(C)c(=O)n(C)c3=O)cc12	.	-16
C=CCO/N=C(\C)c1c(O)c(C)c(-c2ccccc2)n(-c2ccccc2)c1=O	.	-6
CCc1cccc(NC(=O)CN2C(=O)NC3(CCCCCCC3)C2=O)c1	4	4
O=C(O)C1CC(=O)N(c2ccc(OCc3ccccc3Cl)cc2)C1 (centres undefined)	-9	4
Cc1cccn2c(=O)c3cc(C(=O)NCc4ccco4)c(=N)n(CCOCCO)c3nc12	-28	17
Fc1ccc(-c2nnc(CSc3nnc(-c4ccc5c(c4)OCO5)o3)o2)cc1	22	-12
COc1ccc(CCC(C)Nc2ccc(F)cc2)cc1 (centres undefined)	.	18
CCCc1[nH]nc2c1C(c1ccc(OCCN3CCOCC3)c(OCC)c1)C(C#N)=C(N)O2 (centres undefined)	-4	-15
CCn1c(COc2ccccc2)nnc1SCC(=O)C(C)(C)C	4	1
COc1ccccc1OCC(=O)NN1Cc2ccccc2C1=N	.	-1
Cc1cccc(NCN2C(=O)c3ccncc3C2=O)n1	-8	-9
CS(=O)(=O)N1CCC(C(=O)Nc2ccc(F)cc2F)CC1	-8	-16
O=C(NCc1ccccc1)C1=C[C@@H](c2ccccc2)C[C@@H](OCCCCO)O1	.	-11
Cc1c(C)n(C(=O)CSc2ncn[nH]2)c2ccccc12	1	140
COc1cc(NC(=O)CCC(=O)O)nc(OC)n1	.	-11
CCN(C(=O)COc1cc(=O)n(CC)c2ccccc12)c1cccc(Cl)c1	-17	3
COC(=O)c1cccc(NC(=O)COC(=O)CSc2nc(C)cc(C)n2)c1	.	6
CCOC(=O)Cn1c(S(=O)(=O)Cc2ccc(F)cc2)nc(-c2ccccc2)c1-c1ccccc1	.	6
COc1cccc(-c2nc3ccccc3s2)c1	.	10
Oc1ccc2c3c1OC1C(O)CC[C@@]4(O)[C@@H](C2)N(CC2CCC2)CC[C@]314 (some centres undefined)	.	0
CCOC(=O)c1c(C)[nH]c(C)c1C(=O)CSc1nnc(-c2ccco2)n1Cc1ccccc1	-9	-5
Nc1n[nH]c2c1C1(CCCCC1)Cc1ccccc1-2	-12	-24
COc1ccc(CNC(=O)C2CCCN2S(=O)(=O)c2ccc(S(=O)(=O)N(C)C)cc2)cc1 (centres undefined)	1	14
Other entries.
SMILES	HIV RNase H inh	RmlC RmlD mix
C=C1C(=O)O[C@H]2[C@H]1[C@H](OC(=O)CC(=O)O[C@@H]1C[C@@H](C)[C@@H]3C=CC(=O)[C@@]3(C)[C@H]3OC(=O)C(=C)[C@H]13)C[C@@H](C)[C@H]1C=CC(=O)[C@]12C	.	2
Cc1ccc(S(=O)(=O)NC2CCC(C(=O)O)CC2)cc1 (centres undefined)	.	-10
CCOC(=O)c1c(Nc2ccccc2)sc(/C=C2\C=Nc3ccccc32)c1O	.	46
Cc1cc(C(=O)NCCC(c2ccccc2)c2ccccc2)c(C)o1	.	6
CCOC(=O)CN(C(=O)CSc1nnc(C)n1-c1ccccc1)c1ccccc1	1	17
O=C(NC(=S)NCCN1CCOCC1)c1ccccc1Cl	.	-3
CCn1c(SCC(=O)Nc2ccccc2N2CCCCC2)nc2c1c(=O)n(C)c(=O)n2C	-15	-16
COC(=O)C1=C(c2ccc(S(C)(=O)=O)cc2)C[C@@H]2CC[C@H]1N2C(=O)NCCS(C)=O (some centres undefined)	.	-17
COC(=O)c1c(C)[nH]c(O)c1C=Nc1ccc(C(C)C)cc1	.	10
COC(=O)C1=C(C)N(c2ccc(C(=O)OC)cc2)C(=O)C1	4	-8
O=C(Cn1nnc(-c2ccccc2NC(=O)c2cccs2)n1)Nc1ccccc1	28	7
c1ccc2c(c1)CCN(CCCNc1nc3ccccc3n3cnnc13)C2	-22	-1
COC(=O)[C@@H]1C[C@@H]2CC[C@@H](O)C[C@@H]2N1Cc1ccc(N2CCN(C)CC2)cc1	.	-10
Cc1ccc(C(=O)OCC(=O)Nc2ccc3c(c2)OCO3)cc1S(=O)(=O)N1CCOCC1	.	-10
CC(=O)n1nc(-c2cccc(C)c2)nc1SCC(=O)Nc1ccccc1	.	-6
COc1ccccc1NC(=O)CCC(=O)O	-4	7
COC(=O)CC(NS(=O)(=O)c1cccs1)c1cccc2ccccc12 (centres undefined)	.	-6
CC1CC(=O)c2cnc(NCc3ccco3)nc2C1 (centres undefined)	-10	-3
O=C(Cn1[nH]c(=O)c2ccccc2c1=O)Nc1ccc(-c2nnc3n2CCCCC3)cc1	.	-4
CS(=O)(=O)N1CCC(C(=O)N2CCc3ccccc3C2)CC1	-3	-3
COc1ccc(-n2c(COc3cccc(C)c3)nnc2SCC(=O)NCc2ccco2)cc1	-4	3
COC(=O)c1c(NC(=O)CCc2ccc(C)o2)sc(C)c1C	-8	-30
CCOCC(=O)N1CCc2ccccc21	-12	-16
O=C(/C=C/c1ccc(Cl)cc1Cl)n1cccn1	.	3
CN(C)Cc1ccc(O)c(CCc2ccccc2)n1	-1	-11
Cc1cc(N2CCN(c3cccc(C)c3C)CC2)nc(-c2ccccc2)n1	.	40
CCCN(CCC)CCNC(=O)CS(=O)Cc1nc(-c2ccc(C)cc2)oc1C (centres undefined)	0	1
CCCNC(=O)N1CCC(C(=O)c2cccc(F)c2)CC1	.	-13
CCc1ccc(CN(C(=O)c2cc3ccccc3oc2=O)C2CCS(=O)(=O)C2)cc1 (centres undefined)	.	1
COC(=O)c1ccc(CSc2nc3cc(Cl)ccc3o2)cc1	.	6
CCOC(=O)N1CCN(C(=O)Nc2ccccc2Cl)CC1	1	7
CCOC(=O)CC1=C(C#N)C(c2cccnc2)C(C(=O)OCC)=C(N)O1 (centres undefined)	13	?
COc1cc(NC(=O)c2cc3c(C)nc4ccccc4c3o2)cc(OC)c1OC	-32	-9
CCOc1ccc(N2C(=O)c3cccnc3C2Nc2ccc(F)cc2)cc1 (centres undefined)	2	4
CCc1c(C(=O)Nc2cc(C)ccc2OC)[nH]c(C)c1C(C)=O	-3	11
CCOC(=O)c1nc(C)n(-c2cc(Cl)cc(Cl)c2)n1	.	8
O=C(CSc1nnc(CNc2ccc(F)cc2)n1Cc1ccco1)NC1CC1	9	1
C/C(=N\N=C1\NC(=O)CC(C(=O)O)S1)c1cccs1 (centres undefined)	.	7

Compound activity: PubChem BioAssay, several laboratories

Not all compounds are listed; count on the stated rates, not on these rows.
